FAS TE block: inhibitors of human fatty acid synthase thioesterase domain; AID 602261; 0.67% of 360,000 active; P49327; recombinant FAS-TE, OMFH fluorogenic substrate, fluorescence endpoint; inhibition, % at 15 µM;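 active = compounds whose normalised, plate-corrected inhibition of enzyme fluorescence in the single-dose primary screen is 50% or more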;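 note: 0% = DMSO with enzyme and 100% = substrate without enzyme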
MsrA inh: inhibitors of bovine MsrA | purified bovine MsrA, absorbance read-out | inhibition, % at 15.5 µM | 0.75% of 360,000 active; in the data active = inhibition above about 4.5%;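 note: 0% = vehicle wells with enzyme and 100% = reference inhibitor wells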
SKN-1 block: blocks SKN-1 activity in C. elegans; inhibition, % at 21.8 µM; 0.49% of 360,000 active; C. elegans VP596 Pgst-4::GFP/RFP ratio, acrylamide-induced, 24 h;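 active = interference check ratio from 0.5 to 1.5 plus GFP to RFP signal ratio inhibition reaching or exceeding a fixed threshold, cut at about 30% in these data, passing the limit was not always enough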; note: some compounds called inactive have numbers as strong as hits
NRP1-CendR mod: alters CendR peptide binding to human NRP-1. 0.85% of 360,000 active. FAM-RPARPAR peptide binding to NRP-1, fluorescence polarization. AID 602438. O14786. inhibition, % at 25 µM;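 active = inhibition or corrected inhibition above about 18%, plus a signal ratio from 0.5 to 1.5, limit read from the data, passing the limit was not always enough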; note: strong numbers were not always called active
MsrA act: activates bovine MsrA enzyme; purified bovine MsrA, absorbance read-out; activation, % at 10.6 µM; 0.3% of 360,000 active; AID 602163; in the data active = activation above about 7.5%;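 note: 0% = vehicle and 100% = reference activator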
E coli Lon inh: E. coli protease La inhibition. inhibition, % at 7.94 µM. purified E. coli Lon protease, fluorescence polarization. 0.42% of 360,000 active; in the data active = inhibition above about 13%, passing the limit was not always enough;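 note: 0% = enzyme with probe and DMSO and 100% = no enzyme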
MT1-MMP act inh: MT1-MMP (human) activation inhibition; P50281; HT1080 RFP-PRO-GFP cells, GFP/RFP ratio fluorescence, overnight; percent of plate control window, DMSO zero; GFP/RFP ratio change, % at 20 µM; 0.061% of 360,000 active; AID 651647;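 active = GFP/RFP ratio change of at least 30% with cell ATP level not reduced by more than half and red fluorescence within 50% of control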; note: strong numbers were not always called active
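system = RFP-PRO-GFP reporter HT1080 cells | dosing = 20 µM single dose, 1% DMSO | timing = overnight cell settling, then overnight compound exposure, 37 °C, 5% CO2 | read-out basis = GFP/RFP fluorescence ratio | controls = DMSO and RFP-L50D-GFP cell wells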
Tb MetRS inh: blocks T. brucei methionyl-tRNA synthetase activity; inhibition, % at 11.9 µM; purified T. brucei MetRS, ATP depletion, Kinase-Glo luminescence; 0.4% of 360,000 active;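 active = inhibition above a per-plate cutoff of the control wells' mean inhibition plus 3 SD, cut at about 5.5% in these data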;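 note: 0% = DMSO wells median and 100% = median of wells with control inhibitor compound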
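Material: T. brucei methionyl-tRNA synthetase, purified; reagent: substrates ATP, L-methionine and bulk Escherichia coli tRNA; dosing: 11.9 µM single point; timing: 15 min plus 2 h at 25 °C; detection: luminescence of leftover ATP; evaluation: % inhibition; control set: DMSO-only wells as low control; replicates: singlicate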
MLLE-PAM2 inh: inhibitors of microRNA-mediated deadenylation, human PABP1 MLLE binding. P11940. GST-MLLE / FITC-PAM2 fluorescence polarization. inhibition, % at 20 µM. 0.36% of 360,000 active; in the data active = inhibition above about 35%, passing the limit was not always enough;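 note: plate controls were DMSO wells with GST-MLLE for no effect and wells lacking GST-MLLE protein for full effect; some results filed as inactive read as strong as hits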
Target sequence (P11940 whole entry, looked up): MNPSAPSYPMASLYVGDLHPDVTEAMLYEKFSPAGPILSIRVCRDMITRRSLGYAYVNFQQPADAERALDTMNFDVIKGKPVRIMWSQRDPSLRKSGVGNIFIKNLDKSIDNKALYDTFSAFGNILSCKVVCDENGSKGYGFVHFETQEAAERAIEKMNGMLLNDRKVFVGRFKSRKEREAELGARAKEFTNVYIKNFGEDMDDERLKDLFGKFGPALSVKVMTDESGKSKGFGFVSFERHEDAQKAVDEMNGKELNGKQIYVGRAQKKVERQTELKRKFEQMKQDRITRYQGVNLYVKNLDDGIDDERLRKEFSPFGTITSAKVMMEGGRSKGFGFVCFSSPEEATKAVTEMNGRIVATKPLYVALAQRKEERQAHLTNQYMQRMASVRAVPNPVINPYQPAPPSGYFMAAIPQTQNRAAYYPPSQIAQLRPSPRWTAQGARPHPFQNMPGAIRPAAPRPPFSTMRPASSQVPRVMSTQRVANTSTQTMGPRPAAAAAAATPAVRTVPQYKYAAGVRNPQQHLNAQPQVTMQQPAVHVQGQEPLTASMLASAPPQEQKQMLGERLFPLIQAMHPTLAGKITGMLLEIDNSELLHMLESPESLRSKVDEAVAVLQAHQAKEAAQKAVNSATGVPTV
* = called active by the depositor; x = no result given. No enrichment for hits; about 4% have a hit in one of these screens.

SMILES	FAS TE block	MsrA inh	SKN-1 block	NRP1-CendR mod	MsrA act	E coli Lon inh	MT1-MMP act inh	Tb MetRS inh	MLLE-PAM2 inh
CC1(C)O[C@@H](CC(=O)O)[C@]23CO[C@H](C(=O)[C@]4(C)C2CC[C@@]2(C)[C@H](c5ccoc5)OC(=O)C5O[C@]524)[C@@H]13 (stereo partly drawn)	-9	0.6	15	-11	-1	-8	3	-0.1	18
Cc1cccc(C)c1C(O)c1ncc(-c2cccc(C(F)(F)F)c2)[nH]1 (stereo not drawn)	7	0.4	7	8	0	-4	5	-0.2	-4
COC(=O)COc1cccc(NC(=O)C(c2ccccc2)c2ccccc2)c1	8	-1.3	15	6	-1	-9	1	0.3	-3
O=C(Nc1ccccc1)Nc1ccccc1C(=O)NCc1ccco1	2	0.3	6	-4	-2	0	4	-0.1	3
Cc1ccc(C(=O)NCCC2=CCCCC2)cc1S(=O)(=O)N1CCOCC1	7	-2.0	10	-4	-4	-3	-2	-0.2	3
COc1cccc(C2N(c3ccc(Cl)cc3)C(=O)C3CCCN32)c1 (stereo not drawn)	0	0.4	10	3	-6	1	10	1.8	-7
O=C(NCc1ccccn1)c1cccc(NS(=O)(=O)c2ccccc2)c1	-5	-0.8	1	5	5	-5	-1	-0.2	-6
O=C(CN1CCN(S(=O)(=O)c2ccccc2)CC1)Nc1ccccc1Cl	11	-1.0	-17	2	-6	7	-4	-0.4	13
CCn1c(C)nnc1SCC(=O)Nc1nccs1	-7	0.5	3	-2	-2	0	3	-0.8	4
O=C(COc1ccccc1F)NCc1ccc(-n2cccc2)cc1	12	1.1	-3	1	1	11	3	-0.2	-3
CCOC(=O)c1ccc(NC(=O)Cn2nnc(-c3ccc(F)cc3)n2)cc1	-6	1.2	-2	-9	-1	-2	1	0.1	26
O=S(=O)(Nc1cccc(-c2ccc3nncn3n2)c1)c1cccs1	3	0.3	-1	11	-5	5	3	-0.6	8
COc1ccc(C)cc1-n1c(SCC(=O)Nc2cc(C)on2)nc2sc(C)c(C)c2c1=O	30	0.8	5	-18	-4	-5	-23	-0.2	-13
O=C(c1ccccc1Br)N1CCC(c2nc3ccccc3s2)CC1	21	-0.9	6	-6	-5	-1	1	-0.9	1
COc1ccc(/C=N/NC(=O)c2cc(-c3cccn3C)n[nH]2)cc1OC	-13	4.0	5	0	-3	-16	9	-0.1	-2
COc1ccccc1N(CC(=O)N/N=C/c1ccccc1C(=O)O)S(C)(=O)=O	-4	0.4	7	16	-3	-5	0	0.0	15
CCC(c1nnnn1Cc1ccccc1)N(Cc1cc2cc(OC)ccc2[nH]c1=O)CC1CCCO1 (stereo not drawn)	-9	2.1	5	16	2	7	-2	0.1	12
Cc1ccc(CNC(=O)CCS(=O)(=O)c2cc(Br)cc3c2N(C(=O)C2CC2)CC3)o1	4	0.3	22	6	-2	-1	2	-1.8	-1
CCC(CC)C(=O)c1c[nH]c(C(=O)NCc2ccccc2)c1	0	-0.9	16	7	-3	-6	-1	0.9	-12
Cc1ccc(S(=O)(=O)Nc2nc(C)cc(-n3nc(C)cc3C)n2)cc1	-4	-0.4	13	6	-2	9	1	0.9	9
CCOc1cc(N2CCOCC2)c(OCC)cc1NC(=O)c1ccc(OC)c(S(=O)(=O)N2CCOCC2)c1	-3	0.1	12	0	-1	2	2	-0.1	-4
Oc1c(Cl)cc(Cl)cc1CNn1cnnc1	-4	0.9	-3	-10	-2	0	1	-0.5	-1
O=C(NN=Cc1ccccc1)C(Oc1ccccc1)c1ccccc1 (stereo not drawn)	8	-0.1	-13	6	-5	-2	4	-0.1	-4
CC(C)C(=O)Nc1nnc(SCC(=O)N2c3ccccc3CC2C)s1 (stereo not drawn)	-5	0.2	-13	7	-6	-4	-6	-0.5	9
O=C1C(c2ccc(F)cc2)N(Cc2ccc3c(c2)OCO3)C(=O)CN1C1CCCC1 (stereo not drawn)	2	-1.1	18	6	-3	8	1	-0.9	-7
Cc1cc(C)n2nc3nc(N4CCCC4)nc(-c4ccccc4)c3c2n1	-14	x	1	-22	-2	3	3	-1.1	-2
N#Cc1ccc(COC(=O)c2ccc(N3CCCC3)c([N+](=O)[O-])c2)cc1	32	2.0	-8	-7	-11	0	2	-0.9	9
CCC(C)NC(=O)c1cc2c(=O)n3ccccc3nc2s1 (stereo not drawn)	-5	2.4	-4	-4	0	1	2	0.9	1
CC(C)N1CCN(C(=O)c2ccc([N+](=O)[O-])cc2)CC1	-5	-1.5	6	-6	-4	20	0	-0.1	1
Cc1ccc(-n2c(C)cc(C(=O)COc3cccnc3[N+](=O)[O-])c2C)cc1	22	0.0	14	-16	-4	-5	-24	-0.8	9
Cc1cc(NS(=O)(=O)c2ccc(NC(=O)COc3ccc(Cl)cc3)cc2)no1	3	-1.1	-8	-21	0	2	8	-0.3	-8
CCN(CC)C(=O)c1ccc(Cn2cc([N+](=O)[O-])cn2)o1	-2	1.4	2	-6	-1	1	-3	-0.4	0
O=C(NCc1cccnc1)c1nc(-c2ccc(C(F)(F)F)cc2)no1	0	0.5	10	-4	-2	3	3	-0.8	-2
COc1ccc(CNC(=O)C(c2ccc(C)o2)N(Cc2cccs2)C(=O)Cc2cccs2)cc1 (stereo not drawn)	19	0.5	-4	-9	-5	-9	-14	-0.4	8
Cc1ncc([N+](=O)[O-])n1CC(=O)NC(C)(C)C	-3	2.0	-14	-12	-10	2	-5	-1.3	-11
Cc1cccc(OCCC(=O)Nc2cc(S(=O)(=O)N3CCCCC3)ccc2N2CCOCC2)c1	20	-0.3	2	6	-2	2	-1	0.7	5

Some of these compounds in order of their number in MsrA act, high to low:
| Structure | MsrA inh | SKN-1 block | NRP1-CendR mod | MsrA act | E coli Lon inh | MT1-MMP act inh | Tb MetRS inh | MLLE-PAM2 inh |
| --- | --- | --- | --- | --- | --- | --- | --- | --- |
| O=C(NCc1cccnc1)c1nc(-c2ccc(C(F)(F)F)cc2)no1 | 0.5 | 10 | -4 | -2 | 3 | 3 | -0.8 | -2 |
| COc1ccc(C)cc1-n1c(SCC(=O)Nc2cc(C)on2)nc2sc(C)c(C)c2c1=O | 0.8 | 5 | -18 | -4 | -5 | -23 | -0.2 | -13 |
| COc1ccc(CNC(=O)C(c2ccc(C)o2)N(Cc2cccs2)C(=O)Cc2cccs2)cc1 (stereo not drawn) | 0.5 | -4 | -9 | -5 | -9 | -14 | -0.4 | 8 |

(continued)
SMILES	FAS TE block	MsrA inh	SKN-1 block	NRP1-CendR mod	MsrA act	E coli Lon inh	MT1-MMP act inh	Tb MetRS inh	MLLE-PAM2 inh
COc1ccc(NC(=O)C2CCCN2C(=O)OC(C)(C)C)cc1 (stereo not drawn)	-2	2.5	-5	8	-2	4	0	-0.6	20
COc1ccccc1C(=O)N1CCN(c2cccc(C(F)(F)F)c2)CC1	4	-0.2	6	-1	-2	2	-8	-0.2	0
Clc1ccc2nc(-c3ccccc3)c(Cc3ccsc3)n2c1	-13	x	26	-2	-3	18*	-5	-0.5	19
O=C(CN1C(=O)C2CCCCC2C1=O)Nc1ccc(OC(F)F)c(Cl)c1 (stereo not drawn)	7	-0.8	11	-8	-2	5	1	1.5	14
COc1ccccc1CCN1CCCC(CN(C)C(=O)c2ccoc2)C1 (stereo not drawn)	-6	1.5	3	11	-1	3	-4	-0.2	9
CC(c1ccccc1)N1C(=O)c2ccc(C(=O)NCc3cccnc3)cc2C1=O (stereo not drawn)	-146	-1.5	6	12	-2	-5	3	-0.3	4
Cc1ccc(/C=N/OC(=O)c2nn(C)cc2Cl)cc1	-4	1.0	3	-2	-5	-4	1	-0.6	-9
CCOc1ccccc1NC1=CC(=O)CC(c2ccccc2)C1 (stereo not drawn)	-6	1.7	1	-1	0	-13	-2	-1.1	-1
COc1ccccc1C(C(=O)NC1CCCC1)N(C(=O)c1csnn1)C1CC1 (stereo not drawn)	-4	-1.5	4	7	-9	5	-2	-0.2	9
CN(C)c1ccc(/C=N/NC(=O)c2sccc2-n2cccc2)cc1	-1	0.8	-3	-17	-9	12	-6	-1.0	8
Cc1ccc(NC2CCCN(C(=O)c3cc(C(C)C)[nH]n3)C2)cc1C (stereo not drawn)	-3	1.1	9	-1	-3	-9	3	-0.4	-1
O=C(Nc1cnn(Cc2ccc(F)cc2)c1)c1noc2c1CCCC2	0	-0.2	14	16	-1	5	2	-0.5	-9
O=C1N[C@H](Cc2ccccc2)COC(=O)[C@@H](Cc2ccc(F)cc2)CC/C=C/C[C@H]1CC(=O)N(CCO)Cc1ccccc1	17	-0.7	9	4	0	-2	-15	0.4	7
CC(C)C(C(=O)NCc1ccco1)N(CC1CCCO1)C(=O)CNS(=O)(=O)c1ccc(F)cc1 (stereo not drawn)	-4	x	0	16	-2	-4	4	-0.3	-7
CCCCn1c(N)c(N(CC(C)C)C(=O)c2cccc(S(=O)(=O)N3CCN(C)CC3)c2)c(=O)[nH]c1=O	-8	0.3	3	13	0	2	0	-0.4	-7
CCOC(=O)c1c(C)[nH]c(C)c1C(=O)CN1C(=O)NC2(CCCCCC2)C1=O	-2	-0.3	-10	1	-4	-4	7	-0.1	-13
C=C1CCN([C@@H](CC(C)C)C(=O)N2CCOCC2)S(=O)(=O)c2ccccc21	-9	-0.8	7	17	-1	-14	-2	0.5	7
CC(=O)N1CCC(O)(c2ccc3c(c2)OCO3)CC1	-9	0.5	-7	22*	-3	0	-5	-0.2	-12
COc1ccc(/C(N)=N/OC(=O)CCCc2ccccc2)cc1	9	0.1	-16	10	-12	2	1	-1.3	3
CC(C)Cc1nnc(NC(=O)CCC(=O)N2CCN(c3ccccn3)CC2)s1	-5	0.0	-4	-2	-10	4	-5	-0.8	8
CC1CCCCC1NC(=O)CCNS(=O)(=O)c1cc(Br)cnc1N (stereo not drawn)	-3	1.9	1	10	-3	-14	-1	0.1	2
Cc1cccn2c(=O)c(C=O)c(N3CCCCCC3)nc12	6	x	37*	4	-2	1	-6	0.0	1
O=C1c2ccccc2CCC12N=NCC2c1ccc(Br)cc1 (stereo not drawn)	9	1.2	-4	8	-8	-1	-5	-1.4	0
CC(=C/c1ccccc1)/C=N/NC(=O)c1nnn(-c2nonc2N)c1CN1CCC(C)CC1	31	-1.0	13	0	0	-1	-1	-0.2	8
Cc1nc2c(ncn2-c2ccccc2)c(=O)n1NC(=O)CN1CCCC1	-2	0.2	7	9	0	-3	0	-0.4	-8
COc1ccccc1NCCC(=O)OCC(=O)NC1CCCC(C)C1C (stereo not drawn)	0	0.3	4	-6	-1	0	-1	-1.1	-4
CCCCNC(=O)c1ccccc1NC(=O)CCC	4	-1.6	5	6	-1	-1	3	-0.1	3
COc1ccc(/C(O)=C2/C(=O)C(=O)N(CCN3CCOCC3)C2c2cccnc2)cc1OC (stereo not drawn)	-8	1.9	11	-5	-4	-5	4	-1.0	8
CC(C)S(=O)(=O)c1csc(NC(=O)Nc2ccc(Cl)cc2)c1Cl	15	0.1	2	7	-3	4	-1	0.3	-4
COc1cc(C)ccc1OCc1cc(C(=O)NCCN2CCOCC2)no1	-4	-0.7	4	14	-4	-7	2	0.1	-12
CCN(c1ccccc1)S(=O)(=O)c1ccc(C(=O)NCCCn2ccnc2)cc1	-9	-0.1	5	1	0	4	3	-0.3	-3
CCN(CCn1cccn1)C(=O)C1CCC(=O)N(CCN2CCOCC2)C1 (stereo not drawn)	-3	0.1	5	1	-7	-3	-1	-0.5	-1
